Screens as filed in PubChem.
P. falciparum M17LAP: P. falciparum M17LAP inhibitors, primary screen, biochemical, fluorogenic H-Leu-NHMec substrate, 1536-well (AID 1619); inhibition, % at 30 µM, or IC50 in µM where a hit was titrated; recombinant M17LAP, H-Leu-NHMec fluorogenic kinetic assay; higher % means a stronger effect; 220,000 compounds, 0.38% hits;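 active = compound inhibiting the enzyme by more than half at any dose during confirmatory dose-response retesting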;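 also: plate controls were full reaction with DMSO carrier for no effect and no enzyme background for full effect; strong numbers were not always called active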
Hep lipid drop: hepatic lipid droplet formation modulation. AML12 mouse hepatocytes, oleate lipid droplets, BODIPY imaging. inhibition, % at 6.5 µM. 240,000 compounds, 0.4% hits;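 active = lipid droplet intensity inhibited by at least 50%, with more than 500 cells counted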
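System: AML12 hepatocytes (mouse). Probe or stimulus: oleic acid at 100 µM to induce lipid droplet formation. Times: overnight treatment with compound plus oleate. Detection: Image-based BODIPY and DAPI two-channel analysis. Evaluation: percent inhibition of filter-corrected integrated lipid droplet intensity per well.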
ER stress rescue: rescue of cells from ER stress-induced death, primary screen, 384-well, CSM14.1, thapsigargin, ATP luminescence (AID 1222); CSM14.1 thapsigargin-induced death rescue, ATP luminescence; higher % means a stronger effect; cellular ATP content (survival), % at 20 µM, or EC50 in µM where a hit was titrated; 190,000 tested, under 10 active;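 active = EC50 below 50 µM in the dose-response confirmation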;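 also: death triggered by thapsigargin at about 15 µM added after 2 h compound pretreatment; cell ATP read after overnight thapsigargin exposure of roughly 18 to 22 hours; normalized against plate controls of thapsigargin alone and 5% DMSO vehicle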
P. falciparum M1AAP: P. falciparum M1AAP inhibitors, biochemical, fluorogenic H-Leu-NHMec substrate, 1536-well (AID 1445). 220,000 compounds, 0.42% hits. one-dose inhibition, % at 30 µM; IC50 in µM for titrated hits. recombinant M1AAP, H-Leu-NHMec fluorogenic kinetic assay; higher % means a stronger effect;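 active = primary inhibition above the hit cutoff, then over 50% inhibition at one or more dose response concentrations, cut at about 23% in these data, passing the limit was not always enough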;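 also: plate controls were DMSO full reaction for no effect and no enzyme background for full effect; strong numbers were not always called active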
MT stabilize HCS: microtubule stabilization, imaging screen. 200,000 compounds, 0.83% hits. % tubulin-high responders, % at 10 µM. HeLa tubulin immunostaining HCS, 24 h; share of cells brighter than vehicle mean+2SD;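 active = plate Z-score above 3 for both tubulin-high and condensed-nucleus cell shares, with cell loss under 80%, at 10 µM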;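 also: anti alpha tubulin signal scored within the nucleus-defined area of each cell; some results filed as inactive read as strong as hits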
Dynein cargo inh: dynein cargo transport inhibition; 220,000 compounds, 0.47% hits; 3617.4 mouse cells, GR-EGFP nuclear translocation imaging; test concentration mostly 20 µM; stimulated with dexamethasone, 1 µM; hits give low values; AID 1381; z-score, hits read low;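 active = plate z-score of nuclear minus cytoplasmic receptor signal below a set negative limit, without overly bright fluorescence or cell loss, cut at about -3.5 in these data, passing the limit was not always enough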;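 also: z-score of nuclear minus cytoplasmic ring GR-EGFP intensity difference per well; some compounds called inactive have numbers as strong as hits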
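Buffer or medium: tet-free medium with charcoal-stripped serum / Also added: dexamethasone agonist, 1.0 µM final, for 30 min / Timing: induction 48 h, compound 1 h, agonist 30 min / Measured by: high-content fluorescence imaging after fixation / Read-out: nuclear-to-cytoplasmic GR-EGFP distribution per well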
Autophagy mod: autophagy modulation, high-content screen; MEF GFP-LC3 puncta imaging; test concentration mostly 10 µM; calls only at 10 µM (by protocol); 190,000 compounds, 0.98% hits; AID 463193;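 active = percentage of spot-positive cells more than 3 SD above its plate mean, without a fluorescence outlier flag or 80% toxicity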;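 also: spot-positive cell cutoff set from DMSO-treated cells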
Yfh1-depleted yeast: mitochondrial function rescue without frataxin homolog – Friedreich's ataxia, plus single-dose screen, dose response (AID 1465). S. cerevisiae Yfh1-off respiration, WST-1 reduction, 72 h; higher fold induction means a stronger effect. one-dose fold induction at 50 µM; EC50 in µM for titrated hits. 220,000 compounds, 0.074% hits;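 active = fold induction of absorbance versus untreated yeast above a set limit, then at least 30% activation at any dose in follow-up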;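 also: activators that raise dye reduction in frataxin-depleted yeast; strong numbers were not always called active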
Ins promoter up: MIN6 insulin promoter up-regulation | AID 1625 | 190,000 compounds, 0.3% hits | MIN6 insulin promoter-GFP reporter, high-content imaging; hits give high values | z-score at 5 µM;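 active = z-score above 3 at 5 µM with at least 500 cells counted in the well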
Dynein cargo inh cytoplasmic EGFP: also measured in Dynein cargo inh; calls as there; z-score; measured here: cytoplasmic GR-EGFP intensity; hits give high values
Dynein cargo inh nuclear GR-EGFP: second read-out of Dynein cargo inh, no call of its own (marks repeat the call); z-score; measured here: nuclear GR-EGFP intensity;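 lower value marks the stronger effect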
Dynein cargo inh cell count: recorded beside Dynein cargo inh, whose call it bears; z-score; measured here: cell count per field
Ins promoter up cell count: further read-out of Ins promoter up, marked with its call; cell count; measured here: cytotoxicity, nuclei count;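 total cells summed across four imaged fields per well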
Hep lipid drop cells 6.5 µM: also measured in Hep lipid drop; calls as there; cell count; measured here: cell count, cytotoxicity flag;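 cells counted across two imaged fields per well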
MT stabilize HCS Hoechst-high %: recorded beside MT stabilize HCS, whose call it bears; % Hoechst-high responders; measured here: nuclear condensation Hoechst responders;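 share of cells brighter than vehicle mean plus two SD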
MT stabilize HCS cytotoxicity %: also measured in MT stabilize HCS; calls as there; toxicity, %; measured here: cytotoxicity by cell density;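 0% = mean cell density of plate MIN control wells and 100% = no cells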
Autophagy mod cell loss 18 h: further read-out of Autophagy mod, marked with its call; toxicity, %; measured here: cell loss, nuclei count;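 cell loss after 18 h compound exposure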
Active calls of the source: *; i = inactive; . = no result given; + = active, no number.

The line under a structure holds: P. falciparum M17LAP, Hep lipid drop, Hep lipid drop cells 6.5 µM, ER stress rescue, P. falciparum M1AAP, MT stabilize HCS, MT stabilize HCS Hoechst-high %, MT stabilize HCS cytotoxicity %, Dynein cargo inh, Dynein cargo inh cytoplasmic EGFP, Dynein cargo inh nuclear GR-EGFP, Dynein cargo inh cell count, Autophagy mod, Autophagy mod cell loss 18 h, Yfh1-depleted yeast, Ins promoter up, Ins promoter up cell count
- CNC(=O)C1CCC(=O)N1Cc1ccc(C)cc1 (centres undefined)
 : 4%, -2, 672, ., 4%, 3.2, 1.2, 6.0, 0.76, -0.15, 1.3, -0.69, i, 6, i, 0.12, 1276
- O=C(c1ccco1)N1CCN=C1SCc1ccccc1F
 : 9%, ., ., 0.7%, -13%, 2.5, 4.2, 7.4, -0.23, -0.16, 0.07, 0.32, i, 5, i, 0.25, 908
- CC(C)OC(=O)CSc1nnc(-c2ccncc2)n1N
 : -2%, ., ., -0.5%, 11%, 4.2, 2.8, 3.3, -0.43, -0.29, -0.18, -0.0023, i, -17, i, ., .
- CC(=O)C1=C(C)Nc2ncnn2C1c1ccccc1OCc1ccccc1 (centres undefined)
 : 5%, -8, 724, -0.4%, 1%, 3.5, 2.5, 5.7, -0.56, -0.2, -0.32, 1.1, i, -2, i, -0.13, 1275
- C=CCNC(=O)CCNS(=O)(=O)c1ccc(Br)cc1
 : 13%, ., ., -0.2%, 3%, 8.7, 2.5, 10, 0.91, -0.064, 0.53, 0.3, i, 5, i, 0.6, 1574
- O=C(Nc1ccc(Cc2ccncc2)cc1)C1CCC(N2C(=O)C3C4C=CC(C4)C3C2=O)CC1 (centres undefined)
 : 11%, 19, 740, 0.4%, 17%, 2.4, 1.7, 5.1, -0.72, -0.18, -0.26, 0.9, i, 5, i, ., .
- Cc1onc(-c2c(F)cccc2Cl)c1C(=O)OCC(=O)NC1CC1
 : -8%, -12, 633, 0.7%, -1%, 2.6, 1.2, 2.6, -0.036, -0.25, 0.023, 0.86, i, -4, i, -0.02, 1379
- O=C(CSc1nnc(-c2cccc(S(=O)(=O)N3CCCC3)c2)n1-c1ccccc1)Nc1cccc(C(=O)O)c1
 : -9%, 12, 617, ., 5%, ., ., ., 1.7, -0.049, 1.4, -1.4, ., ., i, -0.28, 1028
- Cc1cccc2c(-c3ccccc3)cc(=O)[nH]c12
 : 17%, -4, 750, -2.0%, 2%, 2.1, 1.6, 4.4, -0.44, -0.26, 0.033, 0.65, i, -19, i, ., .
- O=C(C(c1ccccc1)c1ccccc1)N1CCOCC1
 : 1%, ., ., -0.7%, 5%, 3.3, 1.7, 7.1, -0.36, -0.37, -0.13, 0.48, i, 5, i, 1.5, 1240
- Cc1ccc(-c2nnc(SCC(=O)Nc3ccccc3F)o2)cc1
 : 4%, ., ., -2.0%, 8%, 2.7, 4.4, 6.0, 2.4, -0.14, 1.6, -1.1, i, 0, i, 0.44, 935
- CC(C)COC(=O)N1CCCC1C(=O)Nc1nccs1 (centres undefined)
 : 8%, -8, 778, -2.1%, 3%, 3.2, 2.1, 8.5, -0.58, -0.18, 0.082, -0.0029, i, 6, i, 0.97, 959
- CN(C(=O)c1cc2nc(-c3ccco3)cc(C(F)(F)F)n2n1)C1CCCCC1
 : 4%, ., ., -2.4%, 2%, 7.0, 2.9, 7.6, -0.092, 0.44, 0.19, 0.8, i, 3, i, 0.31, 1139
- COc1ccc(CC(=O)Nc2ccc(-c3noc(-c4cc(OC)c(OC)c(OC)c4)n3)cc2)cc1
 : 5%, -24, 708, 0.8%, 0%, 3.9, 2.6, 7.6, 0.86, -0.22, 0.54, -0.71, +, 1.0*, i, -0.36, 1139
- C=CCNC(=O)c1onc(CSc2ccc(F)c(F)c2)c1C(=O)O
 : 29%, ., ., -2.7%, -6%, 2.7, 2.4, 10, 2.3, -0.19, -0.05, -1.5, i, -3, i, 1.9, 1423
- Cc1cc(NC(=S)N(Cc2ccc(Cl)cc2)Cc2ccc(C(=O)O)cc2)ccc1Cl
 : 35%, 10, 665, -11%, 6%, 2.4, 2.4, 0.1, -0.59, -0.3, 0.064, -0.29, i, -6, i, -1.3, 1250
- Cc1nc(SCC(=O)Nc2c(C)n(C)n(-c3ccccc3)c2=O)n[nH]1
 : 5%, 0, 696, -1.1%, 2%, 1.5, 2.2, 5.7, -0.078, -0.12, 0.61, -0.98, i, 0, i, ., .
- CCOc1ccc(N(CC)S(=O)(=O)c2ccc3c(c2)n(C)c(=O)c(=O)n3C)cc1
 : 8%, ., ., -0.5%, 1%, 3.1, 2.7, 3.6, 3.2, 0.3, 2.1, -2.2, i, 15, i, -1.7, 955
- CCn1c(SCC(=O)Nc2cc(S(=O)(=O)N3CCOCC3)ccc2OC)nnc1-c1ccncc1
 : 6%, -1, 797, -1.0%, 9%, 3.8, 3.2, 8.8, -0.83, -0.28, 0.16, 0.22, i, 3, i, -0.77, 1541
- CCCCCCC[C@H](N)[C@H](O)C(=O)N(C)[C@@H](CCS(C)=O)C(=O)N[C@@H](Cc1ccc(O)cc1)C(=O)N[C@@H](Cc1ccc(O)cc1)C(=O)O (some centres undefined)
 : 52%, 3, 697, ., 17µM*, ., ., ., -1.2, -0.028, -0.53, 1.6, ., ., i, 1.9, 597
- CCOC(=O)C1=C(C)NC(C)=C(C(=O)OCC)C1C(=O)OC1CCOC1=O (centres undefined)
 : -1%, -8, 724, -1.4%, 9%, 1.9, 0.3, 36, 0.41, -0.31, 0.45, -0.08, i, -2, i, -0.27, 1282
- Cc1cnc(NC(=O)CCN2C(=O)C3CCCCC3C2=O)s1 (centres undefined)
 : -3%, -1, 705, -1.5%, 3%, 3.4, 3.0, 7.1, 0.71, -0.26, 0.8, -1.8, i, -3, i, 2.4, 1177
- CCSc1ncnc2sc3c(c12)CCC3
 : 4%, ., ., -1.4%, -5%, 2.2, 2.1, 6.3, 0.34, 0.069, 0.37, 0.16, i, 1, i, 0.25, 992
- COc1ccc(CC(=O)n2nc(-c3cccnc3)nc2N)cc1
 : -6%, 9, 777, 3.5%, -2%, 3.2, 1.6, 12, 1.5, -0.26, -0.25, -0.037, i, 4, i, -2.3, 1260
- Cc1ccc2c(C)c(C(=O)NCc3ccc(S(N)(=O)=O)cc3)oc2c1
 : 12%, 0, 641, -0.8%, -4%, 1.4, 1.1, 3.4, 0.61, -0.21, 1.2, -0.51, i, 22, i, -0.5, 1567
- CCN(CC)S(=O)(=O)c1cccc(C(=O)OCC(=O)Nc2ccc3c(c2)c2ccccc2n3CC)c1
 : 9%, -2, 621, -2.1%, 4%, 6.2, 1.4, 3.7, 0.26, -0.075, -0.081, -0.82, i, 8, i, 1.4, 1300
- COc1ccc(C(=O)NC(=S)NCC2CCCO2)cc1 (centres undefined)
 : 10%, -7, 611, -1.2%, 6%, 2.8, 3.3, 7.2, -0.066, -0.2, -0.43, 0.47, i, 6, i, -0.08, 1374
- COc1cccc(C(=O)NCC(=O)n2nc(C)cc2C)c1
 : 1%, ., ., -1.5%, 1%, 3.9, 4.9, 6.2, -1.3, -0.33, -0.56, 0.87, i, -5, i, 0.67, 1203
- COc1ccc(C(=O)Nc2cc(OC)cc(OC)c2)cc1
 : -7%, ., ., -1.4%, 3%, 10, 3.0, 3.3, -1.3, 1.6, -0.065, 0.96, i, 18, i, -0.73, 1496
- COc1ccc2[nH]c(=O)c(CN(CCc3ccccc3)Cc3nnnn3CC3CCCO3)cc2c1 (centres undefined)
 : -36%, ., ., -2.0%, 13%, 3.0, 1.7, 5.8, 3.4, -0.08, 1.8, -1.8, i, 0, i, -1.4, 905
- OCCN(Cc1ccccc1)C(=S)Nc1ccc(Cl)cc1Cl
 : 1%, 7, 659, -6.4%, 1%, 2.5, 1.3, 7.1, -0.6, -0.33, -0.17, 0.71, i, 15, i, 0.43, 985

Three entries out of the list above, arranged by the number in Dynein cargo inh, largest number first.
| Structure | Dynein cargo inh |
| --- | --- |
| Cc1cc(NC(=S)N(Cc2ccc(Cl)cc2)Cc2ccc(C(=O)O)cc2)ccc1Cl | -0.59 |
| O=C(Nc1ccc(Cc2ccncc2)cc1)C1CCC(N2C(=O)C3C4C=CC(C4)C3C2=O)CC1 (centres undefined) | -0.72 |
| CCn1c(SCC(=O)Nc2cc(S(=O)(=O)N3CCOCC3)ccc2OC)nnc1-c1ccncc1 | -0.83 |
